Assay outcomes (PubChem BioAssay)
TDP1 inh: blocks human tyrosyl-DNA phosphodiesterase 1; recombinant TDP1, AlphaScreen DNA substrate cleavage; Potency, µM (doses to about 130 µM), for inactives: top-dose activity change, negative = inhibition, actives largely listed as inhibitors; 0.28% of 350,000 active; AID 485290; further: nearly all actives have a fitted effect of over 40% in size
Target sequence (Q9NUW8 whole entry, looked up): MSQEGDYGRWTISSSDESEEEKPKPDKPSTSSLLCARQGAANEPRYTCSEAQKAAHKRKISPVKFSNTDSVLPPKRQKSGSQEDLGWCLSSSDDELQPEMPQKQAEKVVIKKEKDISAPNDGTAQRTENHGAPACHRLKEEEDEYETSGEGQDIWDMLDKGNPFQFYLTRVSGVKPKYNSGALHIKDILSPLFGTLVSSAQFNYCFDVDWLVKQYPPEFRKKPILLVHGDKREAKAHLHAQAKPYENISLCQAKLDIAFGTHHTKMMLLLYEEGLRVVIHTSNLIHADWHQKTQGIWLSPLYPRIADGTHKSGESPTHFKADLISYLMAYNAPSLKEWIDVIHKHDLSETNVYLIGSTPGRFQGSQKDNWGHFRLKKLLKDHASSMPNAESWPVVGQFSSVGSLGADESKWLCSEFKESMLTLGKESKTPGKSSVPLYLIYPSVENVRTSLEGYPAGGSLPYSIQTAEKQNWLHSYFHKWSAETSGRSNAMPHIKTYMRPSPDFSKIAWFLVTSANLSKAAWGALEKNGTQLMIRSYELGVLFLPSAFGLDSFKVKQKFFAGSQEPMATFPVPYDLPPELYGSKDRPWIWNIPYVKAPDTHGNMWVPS
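Tdp1 1 nM final; 15 min RT w/ cpd; substrate 15 nM, 5 min; beads 10 ug/ml, 10 min; AlphaScreen read. Neg ctrl: no enzyme.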
DT40 TDP1 CPT: growth inhibition of DT40 Tdp1-/-;hTDP1 cells with camptothecin (screen for TDP1 inhibitors) | chicken DT40 Tdp1-/-;hTDP1 cells + 20 nM CPT, ATP luminescence, 48 h | Potency, µM (series often up to 46.2 µM), for the others: at the top dose activity change, negative = growth inhibition, hits mostly inhibitors | 12% of 420,000 active | AID 686979; further: nearly all actives have a fitted effect of over 55% in size
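Cell growth measured by CellTiter-Glo luminescence after a minimum 48 h, 37 C compound exposure with 20 nM CPT in Tdp1-knockout DT40 cells stably expressing hTDP1, seeded 400/well; qHTS titration format.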
DT40 TDP1 no CPT: qHTS for Inhibitors of human tyrosyl-DNA phosphodiesterase 1 (TDP1): qHTS in cells in absence of CPT; Potency, µM (doses to about 46.2 µM), for the others: at the highest dose activity change, negative = growth inhibition, most hits filed as inhibitors; DT40 Tdp1-/- hTDP1 cells, no CPT, ATP luminescence, 48 h; AID 686978, 2013; 15% of 420,000 active; further: nearly all actives have a fitted effect of over 55% in size
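Camptothecin absent (DMSO only). Human TDP1-complemented DT40 knockout cells, 400 cells/well, 37 °C for minimum 48 hr; ATP measured via CellTiter-Glo, 30 min dark incubation, luminescence.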
* marks the source's active call; other numbers are inactive results; ? = inconclusive; / = not tested or not shown; & = joins results of further samples; [ ] = another dose, or the depositor's remark. The call rests on the fitted dose curve; in most records, active means well fitted curve in the direction sought with a large enough effect; inconclusive means small, poorly fitted or top-dose-only effect, or another doubt; inactive means no such curve, though single readings can be large; an effect the other way counts as inactive or inconclusive. On the % scale 0 is the no-effect control and ±100 the full control effect; potency means the concentration at half of the fitted maximal effect. Compounds were not picked by outcome, and some 18% of all compounds hit somewhere here.

SMILES	TDP1 inh	DT40 TDP1 CPT	DT40 TDP1 no CPT
O=C(CSc1nc2nn(-c3ccccc3)c(=O)c-2c2n1CCCCC2)c1ccc(OC(F)F)cc1	1%	?	-37%
O=C(CNC(=O)c1ccco1)NCC(=O)OCc1ccc(C(=O)Oc2ccc(Cl)cc2)cc1	4%	-16%	-3%
O=S(=O)(CS(=O)(=O)c1ccccc1)c1ccccc1	/	7%	-13%
COC(=O)c1sccc1NC(=O)c1sccc1C	0%	-7%	-2%
Cc1cccc(C(C(=O)NC2CCCC2)N(C(=O)c2csnn2)C2CCCC2)c1 (configuration not stated)	0%	?	-26%
O=C(Cc1ccc(Oc2ccccc2)cc1)NO	/	?	?
CCOC(=O)c1[nH]c(C)c(C(=O)NC(CC)Cc2ccccc2)c1C (configuration not stated)	6%	?	16µM*
CCOCCCNC(=O)c1c(NC(=O)Cc2coc3ccc(C)cc23)sc2c1CCC2	6%	?	?
O=C(C1=C[C@H](c2coc3ccccc3c2=O)C[C@H](OCc2ccc(CO)cc2)O1)N1CCN(Cc2ccc3c(c2)OCO3)CC1	4%	7.3µM*	7.3µM*
Cc1ccc(S(=O)(=O)n2cccc2C)cc1	/	?	-2%
CC(C)(C)c1ccc(C(=O)NCC(c2cccs2)S(=O)(=O)c2ccccc2)cc1 (configuration not stated)	0%	16µM*	15µM*
COc1ccc(NC(=O)c2cccc(NC(=O)c3ccco3)c2)c(OC)c1	0%	?	?

Brought forward from above: two entries; new compounds follow.
SMILES	TDP1 inh	DT40 TDP1 CPT	DT40 TDP1 no CPT
CC(C)(C)c1ccc(C(=O)NCC(c2cccs2)S(=O)(=O)c2ccccc2)cc1 (configuration not stated)	0%	16µM*	15µM*
COc1ccc(NC(=O)c2cccc(NC(=O)c3ccco3)c2)c(OC)c1	0%	?	?
O=C(NC1CCCCC1)N(C1=NCCCCC1)c1ccc(Br)cc1	-3%	-6%	-2%
CCCCn1c(SCC(=O)NC2CC2)nc2ccccc2c1=O	2%	3%	5%
O=C(CN1CCCN(Cc2ccc(Cl)cc2)S1(=O)=O)Nc1ccccc1F	0%	?	?
CCC(=O)N1CCc2cc(Br)cc(S(=O)(=O)CCC(=O)N(C)c3cccc(C)c3)c21	?	?	?
COCC(C)NC(=O)CSc1nc2nn(-c3ccccc3)c(=O)c-2c2n1CCCCC2 (configuration not stated)	0%	3%	-22%
C#CCOCCOCCOCCNc1nc(N2CCN(C(=O)CCCCCCCCCCNC(=O)[C@@H](CCSC)n3cc(CCO)nn3)CC2)nc(N2CCN(C(=O)CCCCCCCCCCNC(=O)[C@H](CCSC)n3cc(CCO)nn3)CC2)n1	-3%	6.5µM*	?
O=C(C1=C[C@@H](c2ccc(C(F)(F)F)cc2)C[C@@H](OCc2ccc(CO)cc2)O1)N1CCN(Cc2ccccc2)CC1	9%	?	?
COc1ccc(Br)cc1C1=CC(=O)C[C@H](c2ccc(F)cc2)C1	/	?	?
NC(=O)c1ccsc1NC(=O)COC(=O)Cc1n[nH]c(=O)c2ccccc12	-14%	?	-18%
Cc1ccc(/C(=C\CN2CCCC2)c2cccc(/C=C/C(=O)O)n2)cc1	/	-6%	-7%
Cc1ccc2ncnc(Oc3ncccc3NC(=O)C(C)(C)C)c2c1	5%	1%	-9%
CCN(CC)S(=O)(=O)c1ccc(N/N=C(\C)c2ccc3c(c2)OCO3)c([N+](=O)[O-])c1	5%	?	15µM*
CC(NC(=O)C1CCN(C(=O)Nc2ccccc2)CC1)c1ccccc1 (configuration not stated)	6%[0.505 µM]	-3%	-3%
CC1CCCC(NC(=O)Cn2cc3c(n2)CCCCC3)C1C (configuration not stated)	4%	?	-21%
CC(=O)NCCNc1nc(-c2ccccc2CN(C)C)nc2ccccc12	11%[56.1 µM]	13%	4%
N#Cc1ccccc1CSC1=NCCS1	4%	0%	-17%
CCOc1cc2nc(-c3ccc(OC)c(OC)c3)nc(N3CCOCC3)c2cc1OC	-4%	21µM*	?
COC(=O)c1ccc2c(=O)n(CCCCCC(=O)NC(C)C)c(=O)[nH]c2c1	3%&3%	?	21µM*
COc1ccc(C(=O)N2CCC3(CC2)CN(c2ccncc2)C3)cc1	/	-17%	?
COC(=O)c1c(C)oc(C)c1S(=O)(=O)NCc1cccs1	0%	2%	-1%
N#CCSc1nc2c(c(=O)n1Cc1ccccc1)C1(CCCC1)Cc1ccccc1-2	1%	16µM*	?
Cc1cccc(NC(=O)CNC(=O)CNC(=O)Cc2ccccc2)c1	0%	7%	6%
CN(C)S(=O)(=O)c1cccc(C(=O)Nc2ccccc2C(=O)NC2CC2)c1	0%	-25%	?
O=C(NCCc1ccccc1)c1ccc2c(c1)N(Cc1ccc(F)cc1)C(=O)c1ccccc1S2	4%	-24%	?
CCCn1cc(S(=O)(=O)CC(=O)N2CCc3ccccc32)c2ccccc21	3%	?	?
Cc1nc2sccn2c(=O)c1S(=O)(=O)NCC1CCN(Cc2ccc(Cl)cc2)CC1	/	?	?
COCCn1nnnc1C(c1cc2ccc(OC)cc2[nH]c1=O)N1CCc2ccccc2C1 (configuration not stated)	8%	-28%	-20%
O=C1CCN(Cc2ccc([N+](=O)[O-])cc2)CCN1[C@H](CO)Cc1ccccc1	/	?	?
COc1ccc(C(=O)N2CCN(Cc3cc(OC)c(O)c(OC)c3)CC2)cc1OC	/	-11%	-20%
Cc1c(C(=O)O)sc(=S)n1-c1ccccc1	8%	2%	9%
COc1cc(NC(=O)COC(=O)/C=C/c2ccc(O)c(OC)c2)cc(OC)c1	2%	-15%	?
COCCCNC(=O)c1ccc(CN2CCc3ccccc3C2)cc1	-2%	-21%	?
O=C(O)c1ccc(N2CCS(=O)(=O)CC2)cc1	-2%	13%	-5%
O=C(Cn1nnc(-c2ccccc2Cl)n1)NCc1ccc2c(c1)OCO2	-5%	-18%	5%
COc1ccc(C2=CC(c3ccc(OC)c(OC)c3)n3nnnc3N2)c(OC)c1 (configuration not stated)	3%	?	?
CC(C)CN(C)C(=O)CCc1nnc(Cc2cccc(C(F)(F)F)c2)o1	-5%	3%	3%
COc1cccc(NS(=O)(=O)c2ccc(-c3cc(C)no3)s2)c1	7%	?	23µM*
CC(=O)N1CCN(c2c(F)c(F)c(C(F)(F)F)c(F)c2F)CC1	-4%	?	15µM*
Cc1ccc(NC(=O)C(=O)c2cc(C)n(-c3ccc(F)cc3)c2C)cc1C	6%	?	21µM*
CCN(Cc1ccccc1)S(=O)(=O)c1ccc(C(=O)N2CCN(c3nc4ccccc4s3)CC2)cc1	0%	15µM*	9.2µM*
COc1ccc(C(=O)N[C@H](C(=O)NCCc2ccc3c(c2)OCCO3)C(C)C)cc1	0%	-26%	?
CCCOC(=O)c1cccc(Nc2nc(-c3cccnc3)nc3ccccc23)c1	3%	9.2µM*	3.3µM*
COc1ccc(OC)c(C2C(C#N)=C(N)Oc3cc(C)[nH]c(=O)c32)c1 (configuration not stated)	11%	-5%	0%
COC(=O)c1cc(C(=O)NCCN2C(=O)S/C(=C\c3cccs3)C2=O)cc([N+](=O)[O-])c1	0%	?	?
CC1(C(=O)NS(=O)(=O)c2cccc(Cl)c2)CCN1C(=O)Cc1ccsc1 (configuration not stated)	/	6%	-5%
COc1ccccc1CNC(=O)c1cc(-c2cc(Cl)ccc2C)n[nH]1	/	16µM*	?
COc1ccc(C2CC(=O)NC3=C2C(=O)CCC3)cc1Cl (configuration not stated)	-9%	9%	-6%
COc1cccc(C(=O)NNC(=O)c2sccc2-n2cccc2)c1	-3%	-1%	-3%

Part of the list above, bar-delimited:
canonical_smiles | TDP1 inh | DT40 TDP1 CPT | DT40 TDP1 no CPT
O=C(CSc1nc2nn(-c3ccccc3)c(=O)c-2c2n1CCCCC2)c1ccc(OC(F)F)cc1 | 1% | ? | -37%
O=C(CNC(=O)c1ccco1)NCC(=O)OCc1ccc(C(=O)Oc2ccc(Cl)cc2)cc1 | 4% | -16% | -3%
O=S(=O)(CS(=O)(=O)c1ccccc1)c1ccccc1 | / | 7% | -13%
COC(=O)c1sccc1NC(=O)c1sccc1C | 0% | -7% | -2%
Cc1cccc(C(C(=O)NC2CCCC2)N(C(=O)c2csnn2)C2CCCC2)c1 (configuration not stated) | 0% | ? | -26%
O=C(Cc1ccc(Oc2ccccc2)cc1)NO | / | ? | ?
CCOC(=O)c1[nH]c(C)c(C(=O)NC(CC)Cc2ccccc2)c1C (configuration not stated) | 6% | ? | 16µM*
CCOCCCNC(=O)c1c(NC(=O)Cc2coc3ccc(C)cc23)sc2c1CCC2 | 6% | ? | ?
O=C(C1=C[C@H](c2coc3ccccc3c2=O)C[C@H](OCc2ccc(CO)cc2)O1)N1CCN(Cc2ccc3c(c2)OCO3)CC1 | 4% | 7.3µM* | 7.3µM*
Cc1ccc(S(=O)(=O)n2cccc2C)cc1 | / | ? | -2%
CC(C)(C)c1ccc(C(=O)NCC(c2cccs2)S(=O)(=O)c2ccccc2)cc1 (configuration not stated) | 0% | 16µM* | 15µM*
COc1ccc(NC(=O)c2cccc(NC(=O)c3ccco3)c2)c(OC)c1 | 0% | ? | ?
O=C(NC1CCCCC1)N(C1=NCCCCC1)c1ccc(Br)cc1 | -3% | -6% | -2%
CCCCn1c(SCC(=O)NC2CC2)nc2ccccc2c1=O | 2% | 3% | 5%

Other structures:
SMILES	TDP1 inh	DT40 TDP1 CPT	DT40 TDP1 no CPT
O=C(NNc1nc2ccccc2nc1C(F)(F)F)c1ccccc1	5%	?	?
CCOC(=O)[C@H]1[C@H]2COc3ccc(C)cc3[C@@H]2N2C(=O)CN(C)C(=O)[C@@]12C	/	-8%	-16%
CC(Oc1ccc(Cl)cc1Cl)C(=O)NN=C1CCN(C)CC1 (configuration not stated)	1%	-13%	-24%
CCOC(=O)[C@H]1[C@H]2COc3ccc(C)cc3[C@@H]2N2C(=O)[C@@H](CO)NC(=O)[C@@]12C	1%	0%	-21%
COc1ccc(Cl)cc1NC(=O)NNC(=O)C(=O)Nc1ccc(F)cc1	/	-18%	13%
COc1ccc(CN2CCC3(CC2)c2ccccc2[C@@H](NC(=O)c2ccccc2)[C@@H]3O)cc1O	/	?	?
COC(=O)c1ccc2nc(C)cc(Nc3cccc(Cl)c3C)c2c1	/	12µM*	13µM*
C=C(C)CNC(=S)N/N=C/c1ccc(NC(C)=O)cc1	5%	14%	-18%
CCCCn1c(=O)cc(C)n(-c2ccccc2)c1=O	/	0%	7%
COc1ccc(S(=O)(=O)NCC(=O)N(Cc2ccco2)C(C(=O)NC(C)(C)C)C(C)C)cc1 (configuration not stated)	/	-9%	2%
COc1ccc(-n2c(O)c(/C=N/NS(=O)(=O)c3cc(C)ccc3C)c3ccccc3c2=O)cc1OC	9%	21µM*	16µM*
O=C1COc2ccc(C(=O)c3ccccc3)cc2CN1	7%	-8%	-15%
CSc1nccc(-c2cc(Cl)c3c(c2)CC(CNC(=O)c2nonc2C)O3)n1 (configuration not stated)	/	?	?
CCCC(=O)Nc1ccccc1N1CCN(C(=O)C(C)C)CC1	6%	-4%	-26%
Cc1ccc(Cl)cc1NC(=O)COc1ccccc1	/	-12%	?
Cc1ccc(NC(=O)N2CCC(c3nc4c(nnn4Cc4c(F)cccc4Cl)c(=O)[nH]3)CC2)cc1	4%	?	?
COc1ccc(-n2nnc3c(SCC(=O)N4CCCc5ccccc54)ncnc32)cc1	/	-7%	-19%
CCOc1ccccc1-c1nc(CN(Cc2cnn(C)c2)C(C)C)c(C)o1	-6%	-20%	-20%
CCOC(=O)C1CCN(C(=O)c2cccnc2)CC1	-1%	-9%	-13%
Cc1c(C(=O)N2CCOCC2)c(S(=O)(=O)Nc2ccc(C(C)C)cc2)c(C)n1C	5%	13µM*	?
O=C(CSc1nnc2ccccn12)NCCc1ccc(Cl)cc1	0%	5%	4%
Cc1[nH]c(=O)[nH]c(=O)c1S(=O)(=O)Nc1cccc(Cl)c1C	2%	-1%	11%
Cc1ccc([N+](=O)[O-])cc1N(CC(=O)NC1CCCC1)S(C)(=O)=O	8%	19%	4%
CCCCC(C(=O)NC(=O)NCc1ccccc1)N1C(=O)c2ccccc2C1=O (configuration not stated)	5%	7%	2%
CCN(CC)C(=O)[C@H]1CC(CC(=O)NCC23CC4CC(CC(C4)C2)C3)C(=O)N2CCc3c([nH]c4ccccc34)[C@]12C (some centres not stated)	4%	16µM*	8.2µM*
CC1(C(=O)NS(=O)(=O)c2cccc(Cl)c2)CCN1C(=O)CC1CC1 (configuration not stated)	/	1%	-12%
